Yeast superoxide: yeast age-related superoxide inhibition as caloric restriction mimetic; S. cerevisiae aged cells, superoxide DHE fluorescence; stronger effect = lower value; superoxide response (% of plate mean), % at 10 µM; 0.18% of 330,000 active;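 active = superoxide response under a set limit, about three screen SD below normal, cut at about 65% in these data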;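 note: yeast aged for seven days with compound at 30 °C before DHE staining; 100% = average MFI of all compound-treated wells on the plate with controls excluded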
GRK2 aptamer HTS: blocks RNA aptamer binding to human GRK2; P25098; bead flow cytometry, FAM-aptamer displacement from GRK2; inhibition of aptamer binding, % at 10 µM; 0.59% of 330,000 active; AID 488847;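 active = inhibition of aptamer binding above 40%, roughly 3 SD of noise, on plates passing a quality check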;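 note: median bead fluorescence of bound FAM aptamer so fluorescent compounds give negative values; no value below 0 was filed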
MEP2-GFP yeast: yeast TOR pathway MEP2-GFP modulation | S. cerevisiae MEP2-GFP strain, flow cytometry GFP, 3 h; 100% = DMSO control level | GFP response vs DMSO, % at 10 µM | 0.51% of 330,000 active | AID 2016;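 active = GFP response versus DMSO above a set limit, roughly screen mean plus 3 SD, cut at about 180% in these data; inconclusive = fewer than 70 cells counted for a yeast strain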;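 note: median GFP fluorescence of the barcode-gated MEP2-GFP cells per well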
CIT2-GFP yeast: yeast TOR pathway CIT2-GFP modulation | AID 2029 | 0.065% of 320,000 active | GFP response vs DMSO, % at 10 µM | S. cerevisiae CIT2-GFP strain, flow cytometry, 3 h; 100 means same as DMSO wells;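 active = GFP response relative to DMSO above a set limit, near the screen mean plus 3 SD, cut at about 150% in these data; inconclusive = Fewer than 70 cells measured for a yeast strain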;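 note: ratio of well median GFP fluorescence to mean of DMSO wells on the plate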
LAP4 TOR yeast: alters LAP4-GFP fluorescence in TOR pathway yeast screen | S. cerevisiae LAP4-GFP multiplex, flow cytometry GFP, 3 h; median GFP as percent of DMSO wells | GFP response vs DMSO, % at 10 µM | 0.34% of 320,000 active;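 active = GFP response vs DMSO above a set limit, about the screen mean plus 3 SD, cut at about 150% in these data; inconclusive = under 70 cell events counted for the yeast strain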
AGP1-GFP MLPCN: modulators of TOR pathway AGP1-GFP in S. cerevisiae. S. cerevisiae AGP1-GFP multiplex flow cytometry, 3 h; GFP as percent of DMSO wells. GFP response vs DMSO, % at 10 µM. 0.02% of 320,000 active. AID 2066;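 active = GFP response relative to DMSO above a set limit, near screen average plus 3 SD, cut at about 150% in these data; inconclusive = fewer than 70 cells counted for the yeast strain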;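 note: median GFP channel fluorescence of the gated AGP1 strain per well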
VLA-4 inh: inhibition in a human VLA-4 binding assay | inhibition, % (about 7 µM as worked out from the volumes in the protocol) | P13612 | 0.2% of 330,000 active | AID 2557 | VLA-4 expressing cells, ligand binding flow cytometry; in the data active = inhibition above about 50%
Target sequence (P13612 whole entry, looked up): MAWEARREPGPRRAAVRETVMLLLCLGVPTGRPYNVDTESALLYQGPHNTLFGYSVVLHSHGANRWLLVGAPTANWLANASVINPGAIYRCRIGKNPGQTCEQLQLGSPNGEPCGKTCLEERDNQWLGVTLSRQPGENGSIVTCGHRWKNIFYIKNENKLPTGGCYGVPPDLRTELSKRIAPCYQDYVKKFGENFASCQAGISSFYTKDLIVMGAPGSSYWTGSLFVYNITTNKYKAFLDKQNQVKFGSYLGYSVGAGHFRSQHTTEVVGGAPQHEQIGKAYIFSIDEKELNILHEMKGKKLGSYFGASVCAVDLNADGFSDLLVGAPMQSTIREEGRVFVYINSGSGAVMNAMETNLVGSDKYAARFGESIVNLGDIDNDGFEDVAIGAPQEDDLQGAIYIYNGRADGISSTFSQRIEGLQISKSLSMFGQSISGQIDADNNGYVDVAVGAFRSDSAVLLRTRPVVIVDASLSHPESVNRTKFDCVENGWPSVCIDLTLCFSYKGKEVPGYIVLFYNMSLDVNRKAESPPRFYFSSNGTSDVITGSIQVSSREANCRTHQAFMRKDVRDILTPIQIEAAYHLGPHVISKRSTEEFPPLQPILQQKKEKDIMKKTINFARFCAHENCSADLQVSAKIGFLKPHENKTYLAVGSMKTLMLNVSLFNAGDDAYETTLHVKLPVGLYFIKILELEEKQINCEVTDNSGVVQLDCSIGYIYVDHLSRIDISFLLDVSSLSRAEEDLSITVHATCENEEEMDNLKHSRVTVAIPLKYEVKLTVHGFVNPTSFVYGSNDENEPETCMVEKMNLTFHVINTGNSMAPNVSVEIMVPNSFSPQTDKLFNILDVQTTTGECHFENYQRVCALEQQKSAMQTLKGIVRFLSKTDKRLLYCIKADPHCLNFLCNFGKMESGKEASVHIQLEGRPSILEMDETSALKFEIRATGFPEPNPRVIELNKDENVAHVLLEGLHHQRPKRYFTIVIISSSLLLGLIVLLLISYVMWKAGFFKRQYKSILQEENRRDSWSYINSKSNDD
RPL19A-GFP yeast: modulators of TOR pathway RPL19A-GFP in S. cerevisiae; S. cerevisiae RPL19A-GFP strain, flow cytometry, 3 h; stronger effect = lower value; percent response vs DMSO, % at 10 µM; 0.3% of 330,000 active; AID 2025;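 active = percent response vs DMSO below 50%; inconclusive = fewer than 70 events counted for the yeast strain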;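 note: median channel GFP fluorescence of the barcoded RPL19A-GFP strain; ratio of sample median GFP to plate DMSO average so 100% = DMSO; lower means less RPL19A-GFP as with rapamycin TOR inhibition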
* marks the source's active call; other numbers are inactive results; i = inactive; ? = inconclusive; nt = not tested or not shown; & = joins results of further samples; [ ] = another dose, or the depositor's remark.

Each structure is followed by: Yeast superoxide | GRK2 aptamer HTS | MEP2-GFP yeast | CIT2-GFP yeast | LAP4 TOR yeast | AGP1-GFP MLPCN | VLA-4 inh | RPL19A-GFP yeast
- Cc1[nH]c2ccccc2c1-c1nc(-c2ccc(Cl)cc2)nnc1-c1ccccc1
  118 | 0 | 97 | 90 | 93 | 87 | 0 | 96
- CCOc1ccc(N2CC(C(=O)NCc3nnnn3-c3ccc(C)c(C)c3)CC2=O)cc1 (stereo unspecified)
  99 | 2 | 99 | 104 | 101 | 105 | -4 | 101
- CC1CCCCN1C(=S)NC(=O)c1cccs1 (stereo unspecified)
  101 | 0 | 100 | 100 | 99 | 105 | -2 | 101
- Cc1noc(C(=O)NCc2cccnc2)c1Cl
  129 | 0 | 105 | 99 | 97 | 101 | 13 | 100
- CCOC(=O)C1(Cc2ccccc2C(F)(F)F)CCN(Cc2ccon2)CC1
  98 | 2 | 106 | 94 | 103 | 108 | 1 | 101
- Cn1c(=O)cc(SCC(=O)N2CCCC2)c2cc(Cl)ccc21
  95 | 0 | 105 | 106 | 93 | 126 | 1 | 113
- COc1ccc(C(=S)N2CCOCC2)cc1OC(=O)c1ccc(C)cc1
  104 | 1 | 104 | 88 | 93 | 94 | 5 | 102
- COc1ccc(Cc2nc(-c3ccccn3)no2)cc1OC
  110 | 10 | 97 | 98 | 90 | 95 | 0 | 103
- CCN1CCN(C(=O)c2cc3ccc(OC)cc3[nH]2)CC1
  104 | 0 | 111 | 116 | 99 | 110 | -7 | 109
- O=S(=O)(c1cnc[nH]1)N1CCc2ccccc21
  89 | 0 | 121 | nt | 107 | 108 | i | 108
- COC(=O)c1cc(C#N)c(Oc2ccc(F)cc2)nc1C
  117 | 3 | 100 | 111 | 92 | 83 | -5 | 103
- CCc1cc(=O)oc2c(CNCc3c(F)cccc3Cl)c(O)ccc12
  95 | 0 | 103 | 101 | 89 | 101 | 13 | 105
- CC#CC(=O)N1CCC(Oc2cccc(C(=O)NCc3ccccn3)c2)CC1
  113 | 0 | 85 | nt | 75 | 87 | -1 | 93
- Cc1ccc(-c2nc(CS(=O)(=O)CC(=O)NC3CC3)c(C)o2)cc1
  92 | 0 | 116 | 107 | 110 | 104 | 4 | 102
- CCN(c1ccc(C)c(C)c1)S(=O)(=O)c1c(C)[nH]c(=O)[nH]c1=O
  106 | 0 | 98 | 102 | 101 | 98 | -62 | 101
- Cc1nc2sc(C(c3ccc(Cl)cc3)N3CC(C)OC(C)C3)c(O)n2n1 (stereo unspecified)
  89 | 4 | 102 | 97 | 100 | 104 | 13 | 98
- COc1ccc2c(c1)[C@H]1[C@H](CO2)[C@H](c2ccccc2)[C@]2(C)C(=O)Nc3ccc(Br)cc3C(=O)N12
  104 | 6 | 95 | 83 | 97 | 93 | 8 | 90
- O=C(N/N=C/c1cccc(Br)c1)c1ccc(Cn2cc(Br)cn2)o1
  108 | 2 | 94 | 104 | 93 | 102 | 4 | 103
- Cc1cccc(N2CCN(C(=O)c3ccc(N4CCCC4=O)cc3)CC2)c1C
  107 | 2 | 100 | 88 | 100 | 92 | 10 | 94
- O=C1CCCC(O)=C1N=Nc1ccc(C(=O)O)cc1
  107 | 25 | 95 | 91 | 115 | 101 | -5 | 102
- CCc1noc(C)c1C(=O)NCCc1ccc(OC)c(OC)c1
  112 | 1 | 95 | 93 | 96 | 95 | -2 | 95
- O=C(COC(=O)c1ccc(OC(F)F)cc1)NCc1cccs1
  122 | 2 | 102 | 110 | 109 | 106 | 3 | 102
- NNC(=S)Nc1ccc(OC(F)(F)F)cc1
  123 | 0 | 93 | 100 | 111 | 106 | 2 | 96
- CCN(CCn1cccn1)C(=O)c1cc(COc2c(F)cccc2F)on1
  96 | 5 | 109 | 95 | 100 | 104 | 6 | 101
- O=[N+]([O-])c1ccc(NCCc2ccccc2)c(Br)c1
  89 | 0 | 132 | 103 | 100 | 17 | 14 | 95
- Cc1nn(C)c(C)c1CCC(=O)N1CCCC(Nc2ccc(C(C)C)cc2)C1 (stereo unspecified)
  112 | 8 | 100 | 102 | 98 | 110 | 4 | 105
- COc1ccc(C)cc1-n1nnnc1SC/C(O)=C(\C#N)c1nc2ccccc2[nH]1
  110 | 4 | 110 | 106 | 109 | 111 | -19 | 104
- COc1cc(/C=C(\NC(=O)c2ccccc2)C(=O)Nc2nccs2)ccc1OC(C)=O
  100 | 1 | 105 | 110 | 82 | 100 | 4 | 107
- Cc1nc(SCn2nnc3ccccc3c2=O)nc(C)c1C
  100 | 1 | 102 | 105 | 103 | nt | 27 | 100
- CCc1cccc(CC)c1NC(=S)NCc1ccc2[nH]c(C)cc2c1
  110 | 0 | 92 | 109 | 110 | 106 | -7 | 99

Rewritten with each value named: two of the compounds above
> CCc1noc(C)c1C(=O)NCCc1ccc(OC)c(OC)c1
  Yeast superoxide: 112
  GRK2 aptamer HTS: 1
  MEP2-GFP yeast: 95
  CIT2-GFP yeast: 93
  LAP4 TOR yeast: 96
  AGP1-GFP MLPCN: 95
  VLA-4 inh: -2
  RPL19A-GFP yeast: 95
> CCc1cccc(CC)c1NC(=S)NCc1ccc2[nH]c(C)cc2c1
  Yeast superoxide: 110
  GRK2 aptamer HTS: 0
  MEP2-GFP yeast: 92
  CIT2-GFP yeast: 109
  LAP4 TOR yeast: 110
  AGP1-GFP MLPCN: 106
  VLA-4 inh: -7
  RPL19A-GFP yeast: 99

Continued.
Each structure is followed by: Yeast superoxide | GRK2 aptamer HTS | MEP2-GFP yeast | CIT2-GFP yeast | LAP4 TOR yeast | AGP1-GFP MLPCN | VLA-4 inh | RPL19A-GFP yeast
- COc1ccc2oc(C)c(C(=O)c3ccc([N+](=O)[O-])cc3)c2c1
  86 | 0 | 102 | 96 | 106 | 95 | 17 | 103
- O=C(Nc1cnn(Cc2ccc(Cl)c(Cl)c2)c1)c1nc2ncccn2n1
  103 | 2 | 97 | 102 | 93 | 95 | 0 | 91
- Cc1nc2ccccc2nc(C)c1=NOCc1ccc(C#N)cc1
  97 | 1 | 95 | 97 | 94 | 99 | 5 | 107
- COc1cccc(CSc2nnc(-c3ccncc3)n2C)c1
  98 | 0 | 104 | 105 | 89 | 103 | 3 | 103
- Cc1ccc(OC(C)C(=O)OCC(=O)Nc2sccc2C(N)=O)cc1 (stereo unspecified)
  88 | 1 | 112 | 108 | 109 | 106 | 3 | 113
- CC(=O)Nc1ccc(S(=O)(=O)Nc2c(C)nn(-c3ccccc3)c2C)cc1
  107 | 1 | 103 | 108 | 104 | 103 | 0 | 101
- COc1cccc(-c2nn(-c3ccccc3)cc2C(=O)Nc2nccs2)c1
  92 | 1 | 109 | 98 | 103 | 108 | 0 | 108
- COc1ccc(C)cc1NC(=O)C(OC(=O)C1=NNC(=O)CC1)c1ccccc1 (stereo unspecified)
  96 | 0 | 95 | 96 | 98 | 99 | -5 | 96
- Cc1ccc(-c2nn3nnnc3c3ccccc23)cc1
  96 | 3 | 99 | 97 | 102 | 95 | -3 | 94
- CCOC(=O)c1ccc(S(=O)(=O)NCCN2CCOCC2)cc1
  106 | 1 | 99 | 106 | 95 | 104 | 0 | 103
- c1ccc(-c2nc3ccccc3s2)nc1
  101&96 | 0&0 | 101&93 | 105&102 | 87&104 | 93&104 | 4&0 | 96&94
- COc1cc(CC(=O)N2CCC(n3nccc3NC(=O)C3CC3)CC2)cc(OC)c1OC
  107 | 3 | 105 | 102 | 81 | 90 | -8 | 102
- Cc1csc(SCC(=O)Nc2nncs2)n1
  92 | 0 | 90 | 88 | 86 | 91 | 2 | 94
- O=C(O)C1CCN(S(=O)(=O)N2CCOCC2)CC1
  126 | 1 | 103 | 93 | 101 | nt | 6 | 97
- CCOC(=O)c1cnc(SC)nc1Nc1cccc(F)c1
  98 | 0 | 94 | 104 | 96 | 95 | -10 | 96
- COc1c(C)c2c(c(O)c1C/C=C(\C)CCC(=O)O)C(=O)OC2
  93 | 2 | 297*[may fluoresce violet] | ? | 123[may fluoresce violet] | ? | 20 | 39*[may fluoresce violet]
- CC(C)Cc1nnc(NC(=O)CCC(=O)Nc2ccccc2F)s1
  92 | 0 | 94 | 98 | 100 | 109 | 1 | 96
- CCOc1ccc(S(=O)(=O)Nc2ccn(C)n2)cc1
  109 | 5 | 104 | 106 | 110 | 106 | -2 | 100
- Cc1cccc(OCC(=O)NC(Cc2c[nH]c3ccccc23)C(=O)O)c1C (stereo unspecified)
  94 | 0 | 109 | 101 | 114 | 109 | 0 | 108
- O=c1onc(-c2ccc(Cl)cc2)n1Cc1ccc(F)cc1
  96 | 0 | 93 | 98 | 91 | 92 | 15 | 98
- COc1ccccc1OCCNC(=O)C1CC(=O)N(Cc2ccccc2)C1 (stereo unspecified)
  111 | 0 | 96 | 96 | 93 | 99 | 1 | 95
- COCc1c(C(=O)N2CCN(Cc3ccc4c(c3)OCO4)CC2)oc2ccccc12
  94 | 2 | 99 | 98 | 102 | 105 | -23 | 100
- CC(C)C(=O)Nc1c2c(nc3c1CCC3)CCCC2
  110 | 3 | 98 | 108 | 100 | 102 | -15 | 100
- CCN(CC)CC#CCC1(O)c2ccccc2-c2ccccc21
  94 | 0 | 96 | 95 | 93 | 100 | 25 | 97
- CN1/C(=C\C(=O)c2cccnc2)Sc2ccccc21
  109 | 0 | 94 | 73 | 103 | nt | -135 | 80
- COc1cc2c(cc1OC)C(C(=O)Nc1ccc3c(c1)OCCO3)C1c3ccccc3CCN1C2=O (stereo unspecified)
  99 | 0 | 105 | 111 | 102 | 111 | -13 | 105
- Cc1ccc2oc(=O)c3cc(C(=O)NCCN4CCc5ccccc5C4)sc3c2c1
  95 | 0 | 105 | 104 | 102 | 105 | 3 | 102
- COc1ccc(Nc2ncnc3nc[nH]c23)cc1OC
  98 | 0 | 108 | 109 | 104 | 103 | 5 | 101
- COC(=O)c1cccc(NC(=O)c2ccc3c(c2)C(=O)N(C(C)(C)C)C3=O)c1
  85 | 1 | 103 | 105 | 92 | 99 | -2 | 102
- O=C(c1ccccc1NS(=O)(=O)c1ccc(Br)s1)N1CCCC1
  82 | 0 | 97 | 88 | 90 | 101 | 4 | 95

The list goes on:
Each structure is followed by: Yeast superoxide | GRK2 aptamer HTS | MEP2-GFP yeast | CIT2-GFP yeast | LAP4 TOR yeast | AGP1-GFP MLPCN | VLA-4 inh | RPL19A-GFP yeast
- CCc1ccc(OCC(=O)Nc2ccncc2)c(Br)c1
  86 | 0 | 104 | 90 | 80 | 84 | 8 | 94
- COCc1[nH]nc2c1C(c1ccc(OC)c(OC)c1)C(C#N)=C(N)O2 (stereo unspecified)
  90 | 0 | 106 | 99 | 99 | 102 | 17 | 104
- COc1ccc(/C=C/C(=O)NCC(=O)N/N=C(/C)c2ccc(Cl)cc2)cc1
  101 | 0 | 92 | 102 | 95 | 100 | 16 | 101
- Cc1ccc(OCC(=O)N2N=C(c3ccc(Cl)cc3)CC2c2ccco2)c([N+](=O)[O-])n1 (stereo unspecified)
  97 | 0 | 100 | 88 | 113 | 98 | -4 | 96
- CCN(CC)CCCNc1oc(-c2ccccc2[N+](=O)[O-])nc1C#N
  110 | 0 | 98 | 98 | 109 | 104 | -3 | 98
- c1ccc(-c2ccc(-c3nc(-c4ccccn4)no3)cc2)cc1
  93 | 2 | 97 | 82 | 136 | 95 | 13 | 94
- CCC(=O)Nc1cc(C(C)C)c(O)cc1C
  84 | 0 | 99 | 96 | 101 | 100 | 5 | 97
- Nc1cccc(-c2nnc3n2CCCCC3)c1
  94 | 0 | 98 | 100 | 102 | 104 | 1 | 98
- Cc1cc2ccccc2n1CCNCc1c(C(=O)N2CCOCC2)nc2ccccn12
  90 | 0 | 98 | 93 | 97 | 98 | -1 | 97
- Cc1ccccc1NS(=O)(=O)CCCCC(Cl)(Cl)Cl
  118 | 2 | 101 | 97 | 105 | 101 | 0 | 100
